# Screening results from PubChem BioAssay.
# Menin-MLL TR inh: qHTS Assay for Inhibitors Targeting the Menin-MLL Interaction in MLL Related Leukemias: Competition With Texas Red Labeled MLL-derived Mutant Peptide; O00255; Menin + Texas Red MLL mutant peptide, fluorescence polarization; hit rate 0.23% among 270,000; Potency, µM (doses to about 61.6 µM), inactives show at the highest dose FP activity change, negative = inhibition, hits mostly inhibitors; active = well fitted inhibition curve with a large enough effect in the polarisation, with a control signal flat, not every such curve was filed as active; inconclusive = small, poorly fitted or top-dose-only effect, or effect the other way, or a change in a side signal; inactive = no such curve, though single readings can be large or run the other way; the % refers to the polarisation; note: % of control where 0% means no effect; many of its hits are not listed in these tables
# Target sequence (O00255 whole entry, looked up): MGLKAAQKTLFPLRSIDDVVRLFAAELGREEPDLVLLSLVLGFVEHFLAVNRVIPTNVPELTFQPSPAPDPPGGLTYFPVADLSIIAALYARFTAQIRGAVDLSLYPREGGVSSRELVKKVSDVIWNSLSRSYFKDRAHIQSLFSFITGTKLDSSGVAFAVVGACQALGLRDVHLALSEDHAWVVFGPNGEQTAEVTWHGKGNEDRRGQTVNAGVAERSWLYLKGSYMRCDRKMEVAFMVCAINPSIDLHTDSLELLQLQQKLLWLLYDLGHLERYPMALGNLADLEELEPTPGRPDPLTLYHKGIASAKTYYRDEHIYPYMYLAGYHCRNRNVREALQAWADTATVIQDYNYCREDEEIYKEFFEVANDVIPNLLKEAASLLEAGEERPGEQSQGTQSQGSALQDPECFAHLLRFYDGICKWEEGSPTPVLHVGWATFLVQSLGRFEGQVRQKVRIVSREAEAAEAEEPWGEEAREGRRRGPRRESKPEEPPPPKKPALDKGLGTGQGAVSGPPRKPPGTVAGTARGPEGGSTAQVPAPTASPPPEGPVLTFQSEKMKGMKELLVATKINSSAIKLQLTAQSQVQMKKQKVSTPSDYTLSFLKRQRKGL
# RORgamma inh: qHTS for inhibitors of ROR gamma transcriptional activity; AID 2551, 2010; Potency, µM (series often up to 53.6 µM), for inactives: at the top dose activity change, negative = inhibition, usual class: inhibitors; hit rate 5.4% among 310,000; Drosophila S2 Gal4-RORgamma UAS-luciferase reporter, 20 h; Nuclear receptor ROR-gamma (Mus musculus), P51450; note: % is set by controls: 0 for no effect and ±100 for the full control effect; nearly all actives have a fitted effect of over 60% in size
#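 Compounds are pin-transferred onto Drosophila Schneider cells expressing a copper-inducible Gal4–ROR gamma transactivation domain fusion. After 1 hr, copper sulfate is added to 700 uM final; luciferase is read 20 hr later.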
# Gal4-VP16 FLuc: VP16 counterscreen qHTS for inhibitors of ROR gamma transcriptional activity; Drosophila S2 Gal4-VP16 UAS-luciferase, luminescence, 20 h; Potency, µM (highest dose often 53.6 µM), for inactives: at the top dose activity, negative = inhibition, actives largely listed as inhibitors; hit rate 3.5% among 310,000; AID 2546, 2010;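 note: Gal4-VP16 expression switched on by copper sulfate through the metallothionein promoter; % is set by controls: 0 for no effect and ±100 for the full control effect; nearly all actives have a fitted effect of over 50% in size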
# The depositor's hits bear a star; ? = inconclusive; & = joins results of further samples; [ ] = another dose, or the depositor's remark. Unless noted, calls come from the whole dose curve; as a rule, active = well fitted curve in the direction sought with a large enough effect; inconclusive = small, poorly fitted or top-dose-only effect, or another doubt; inactive = no such curve, though single readings can be large; an effect the other way counts as inactive or inconclusive. Potency is the fitted concentration of half-maximal effect.
SMILES,Menin-MLL TR inh,RORgamma inh,Gal4-VP16 FLuc
CC(C)(O)CCC(O)[C@@](C)(O)C1CC[C@]2(O)C3=CC(=O)C4CC(O)C(O)C[C@]4(C)C3CC[C@]12C (some centres undefined),8%,-32%,-6%
NC(C(=O)NC1C(=O)N2C(C(=O)O)=C(Cl)CSC12)c1ccccc1 (centres undefined),-3%,-12%,4%
OCC1OC(O)C(O)C(O)C1O (centres undefined),-17%,9%,-4%
CN(C)c1ccc(-c2nccc(NCCN3CCOCC3)n2)cc1,-11%,?,?
O=C(O)c1ccccc1OS(=O)(=O)O,3%,3%,-3%
COC(=O)C/C=C/[C@@H](C)[C@@H](Cc1ccccc1Br)OC,2%,-7%,1%
CCCCCCCCCCCCCCCC(=O)OCC(O)C1OC(=O)C(O)=C1O (centres undefined),16%,4%,0%
O=C(O)c1cc(=O)[nH]c(=O)[nH]1,0%,-2%,0%
c1ccc(CNc2ncnc3ccc(-c4ccc5c(c4)OCO5)cc23)cc1,25%,?,-16%
CO[C@H]1COC(=O)C/C=C\[C@@H](C)COC(=O)[C@@H](C)NC(=O)C/C=C\[C@@H]1C,5%[11.7 µM],2%[10 µM],3%[10 µM]
COC(=O)[C@H](CC(C)C)NC(=O)c1ccc(NC[C@@H](N)CS)cc1-c1cccc2ccccc12,-27%,-8%,-26%
C=C1c2ccccc2O[C@H](C(=O)OCC)[C@@H]1C1CCCCC1 (tested in a mixture with another compound),-14%[94.6 µM],8%,0%
COc1cccc([C@@H]2Oc3ccc(OC)cc3C[C@H]2OC(=O)N[C@H]2CCCc3ccccc32)c1,-12%,9%,-5%
O[C@@H](c1ccccc1)C1CCN(CCc2ccccc2)CC1,-10%[24.8 µM],17%,0%
Cc1noc(C)c1-c1ccc2ncnc(N(C)C)c2c1,-2%,?,8%
O=C(O)c1nc(=O)[nH]c(=O)[nH]1,4%,6%[10 µM],-3%
CCCOc1ccc2nc(NC(=O)OC)sc2c1,18%,0%[10 µM],-22%
CCNc1ncc2nc(C)c(=O)n(C[C@H]3CCCO3)c2n1,-26%,-10%,-3%
OCCN1CC(O)C(O)C(O)C1CO (centres undefined),-1%,16%,-9%
COc1ncc2nc(-c3ccccc3)c(=O)n(C3CC3)c2n1,3%,11%,-3%
CCN(CC)C(=O)[C@@]1(c2ccccc2)C[C@@H]1CN,0%,12%,-5%
CC(=O)Nc1c(I)c(C(=O)O)c(I)c(N(C)C(C)=O)c1I,9%,-31%,1%
C[Se]CCC(N)C(=O)O (centres undefined),-2%,9%,-7%
O=C1CC2(CCCC2)CC(=O)N1CCCCNC[C@H]1COc2ccccc2O1,-6%[24.8 µM],13%,4%
COc1cccc(Cn2c(=O)c(-c3ccc(F)cc3)nc3cncnc32)c1,1%,2%,4%
CO/N=C(/C(=O)N[C@@H]1C(=O)N2C(C(=O)O)=C(COC(N)=O)CS[C@H]12)c1ccco1,-9%,17%,-1%
C[C@H](N)C(=O)N[C@@H](Cc1ccc(F)cc1)C(=O)N[C@@H](CCCN=C(N)N)C(=O)N[C@@H](CC1CCCCC1)C(=O)N[C@@H](CCCCN=C(N)N)C(=O)N[C@@H](Cc1ccc(O)cc1)C(N)=O,?,15%,1%
CN(C)C(=O)c1ccc(-c2nccc(NCc3ccccc3)n2)cc1,-2%,1%,-7%
O=C(O)C1=C(CSc2nnnn2CS(=O)(=O)O)CS[C@@H]2[C@H](NC(=O)[C@H](O)c3ccccc3)C(=O)N12,4%,-12%,-6%
CCC/C=C/C1C(=O)C2OC2C2(OCC(CC)(CC)CO2)C1CO (centres undefined),-2%[11.7 µM],?,-27%[10 µM]
COc1cccc(Nc2ncc3nc(C)c(=O)n(C)c3n2)c1,7%,11%,-20%
OCC(O)CS (centres undefined),-7%,-14%[10 µM],5%
CN(C)C(=O)c1ccc(-c2ccc3ncnc(NCc4cccnc4)c3c2)cc1,?,-34%,-11%
COc1ccc(-c2nnc3n2N=C(c2cc(OC)ccc2OC)CS3)cc1,4%,18%,-6%
OCl,9%,9%,-10%
COc1ccc(-c2nc3cnc(OC)nc3n(C)c2=O)cc1,-14%,12%,6%
Cc1c(C2CCN(CCc3ccccc3)CC2)noc1-c1ccc(Cl)cc1,-17%[24.8 µM],-45%,?
O=C(O)c1ccc(S(=O)(=O)N(Cl)Cl)cc1,-4%,0%&-17%,4%&-4%
COc1cccc([C@@H]2Oc3ccc(OC)cc3C(=O)[C@H]2OC(=O)Nc2ccc(C)c(Br)c2)c1,19%,-17%,1%
Cn1c(=O)c(-c2cccc(Cl)c2)nc2cncnc21,6%,-30%,-5%

# Of the compounds above, these contain a Cl atom.
SMILES,Menin-MLL TR inh,RORgamma inh,Gal4-VP16 FLuc
NC(C(=O)NC1C(=O)N2C(C(=O)O)=C(Cl)CSC12)c1ccccc1 (centres undefined),-3%,-12%,4%
OCl,9%,9%,-10%
Cc1c(C2CCN(CCc3ccccc3)CC2)noc1-c1ccc(Cl)cc1,-17%[24.8 µM],-45%,?
O=C(O)c1ccc(S(=O)(=O)N(Cl)Cl)cc1,-4%,0%&-17%,4%&-4%
Cn1c(=O)c(-c2cccc(Cl)c2)nc2cncnc21,6%,-30%,-5%

# Next entries follow.
SMILES,Menin-MLL TR inh,RORgamma inh,Gal4-VP16 FLuc
CN(C)Cc1ccccc1-c1ccc2ncnc(NC3CCNCC3)c2c1,?,5%,3%
CCCCCCC#Cc1cc(OC)c(OC)cc1C(N1CC(C)c2ccccc21)N1CC(C)c2ccccc21 (centres undefined),-27%[11.7 µM],9%[10 µM],-11%[10 µM]
CCCCCCCc1cc2c(cn1)C(=O)C(C)(OC(C)=O)C(O)=C2Cl (centres undefined),3%,19%,1%
N#Cc1cccc(NC(=O)N2CC3(CCN(C(=O)c4cccc(F)c4)CC3)C2)c1,-9%,-15%,10%
CN1CCN(c2ncc3nc(-c4cc(F)cc(F)c4)c(=O)n(C)c3n2)CC1,-6%,-26%,-3%
CN1CCN(c2ncc3ncc(=O)n(C4CC4)c3n2)CC1,0%,12%,-23%
NC(=O)c1cc[n+](CC2=C(C(=O)O)N3C(=O)[C@@H](NC(=O)[C@H](c4ccccc4)S(=O)(=O)[O-])[C@@H]3SC2)cc1,6%[24.8 µM],1%[2.98 µM],-6%[17 µM]
O=C(N/N=C1/C[C@@H](O)[C@@H](O)[C@@H]2[C@@H]3C(=O)N(c4cccc(Oc5ccccc5)c4)C(=O)[C@H]3CC[C@H]12)OCc1ccccc1,-12%[11.7 µM],8%[10 µM],7%[10 µM]
NCCCCC(N)C(=O)NC(Cc1ccc(O)cc1)C(=O)NC(CCCCN)C(=O)O (centres undefined),-9%,-4%,1%
COC(=O)CC1C(C)(C)C(OC(C)=O)C2[C@H](OC(C)=O)[C@]34O[C@]2(O)[C@]1(C)C3CC[C@]1(C)C4=CC(=O)OC1c1ccoc1 (some centres undefined),-3%,4%,-8%
O=C(Nc1cccc(F)c1)N1CCC2(CC1)CCN(C(=O)c1cnccn1)CC2,2%,-14%,5%
CC(=O)/C(=C\c1ccccc1)CC(=O)O,-16%,-3%,0%
COc1ccccc1-c1cncnc1N1CCN(C)CC1,?,-1%,4%
O=C(O)c1ccc(O)cc1,1%,9%,6%
COc1ccc(-n2c(=O)c(-c3cccs3)nc3cncnc32)cc1,?,9%,-25%
C/C=C\C1=C(CO)C(=O)C2O[C@]2(CC=C(C)C)C1=O (some centres undefined),8%[11.7 µM],8%[10 µM],-3%[10 µM]
CC12CC3OS(=O)OC3CC3C4C(C(OCc5ccccc5)C31)C42 (centres undefined),2%[11.7 µM],-5%[10 µM],5%[10 µM]
COC(=O)NC(CC(C)=O)c1cccc(F)c1 (centres undefined),-3%[11.7 µM],26%[10 µM],-4%[10 µM]
CC1(C)C(=O)CC[C@@]2(C)C1CC(O)[C@@]1(C)C3=CC(=O)OC(c4ccoc4)[C@]3(C)CCC21 (some centres undefined),-15%,13%,3%
COCn1c2ccccc2c2nnc(C(=O)O)nc21,-10%[11.7 µM],4%[10 µM],6%[10 µM]
CC12CCC(C1)C(C)(C)C2=O (centres undefined),-1%,1%[10 µM],-3%
COc1ccc(OC)c(C2=Nn3c(nnc3-c3ccccc3O)SC2)c1,?,?,?
COC(=O)/C(Cc1cc(Br)c(OC)c(Br)c1O)=N/O,-2%,-2%,7%
Cc1cccc(CNc2ncncc2-c2ccccc2C(F)(F)F)c1,-1%,-33%,3%
O=C1O[C@H](CN2CCOCC2)CN1/N=C\c1ccc([N+](=O)[O-])o1,6%[24.8 µM],-23%[16.9 µM],27%[17 µM]
NC(=O)C[C@H](NC(=O)Cc1ccc(O)cc1O)C(=O)O,-5%,2%&0%,0%&-9%
CCCCCCCCCCCC(=O)N(CCO)CCO,4%,28%,1%
Cn1cccc1C(=O)N1CCC2(CC1)CCN(c1ccncc1)CC2,-5%,-11%,-5%
CS(=O)(=O)N1CCC2(CCCN(Cc3ccccc3)C2)CC1,0%,4%,-5%
N#Cc1cccc(-c2nc3cnc(N4CCOCC4)nc3n(C[C@H]3CCCO3)c2=O)c1,-1%,-14%,0%
Nc1nc(-c2nn(Cc3ccccc3F)c3ncccc23)ncc1C1CC1,-17%,1.8µM*,13µM*
CC(C)=CCC/C(C)=C/CC/C(C)=C/CC/C(C)=C/CO,-6%,?,-1%
CC[C@@H](C)[C@@H](O)[C@H](C)C(=O)[C@H](C)/C=C(\C)C[C@H](C)[C@@H]1OC(=O)[C@H]1CC,-14%,18%,1%
COc1ccc(CNc2ccnc(-c3ccccc3Cl)n2)c(OC)c1,18%,44%,-14%
Clc1ccccc1-c1cc(NCc2cccnc2)ncn1,2%,16%,-11%
CN(C)c1ccc(/C=C2\C(=O)Nc3ccccc32)c2ccccc12,19%,19%,-7%
CC(=O)Oc1ccc(/C=C/C(=O)CC2OC(Oc3cc(OC(C)=O)c4c(c3)O[C@@H](c3ccc(OC(C)=O)cc3)CC4=O)C(OC(C)=O)C(OC(C)=O)C2OC(C)=O)cc1 (some centres undefined),1%[24.8 µM],14%,1%
NC(C(=O)O)c1ccc(O)cc1 (centres undefined),-1%,-9%,-13%
CC(C)[C@H](CO)Nc1nc(Nc2ccc(C(=O)O)c(Cl)c2)c2ncn(C(C)C)c2n1,0%[24.8 µM],35%,-4%
CCCCC/C=C\C/C=C\C/C=C\C/C=C\CCCC(=O)O[C@@H](CO)COC(=O)CCCCCCCCCCCCCCCCC,5%,1%,-4%
C[C@]12CCC(=O)C=C1CC[C@@H]1[C@@H]2[C@@H](O)C[C@@]2(C)[C@H]1CC[C@]2(O)C(=O)COP(=O)(O)O,9%,-2%,5%
CN(Cc1ccco1)c1ccnc(-c2ccccc2C(F)(F)F)n1,-25%,-2%,-11%
Cc1cc2oc(=O)cc(-c3ccccc3)c2c(C)c1-c1ccoc1,6%[94.6 µM],-10%,-3%
C[N+]1(C)CC(O)[C@H](C(=O)[O-])C1 (some centres undefined),-13%,-15%,-2%
O=C(c1ccncc1)N1CCC2(CCCN(c3ccccn3)C2)CC1,-2%,13%,5%
Nc1nc2c(nc(Br)n2C2OC(CO)C(O)C2O)c(=O)[nH]1 (centres undefined),-13%,1%,-1%
Nc1nc2c(ncn2[C@@H]2O[C@H](CO)[C@@H](O)[C@H]2O)c(=O)[nH]1,8%[24.8 µM],1%,-1%
C=CC[C@@H]1C=C[C@@H](O/N=C\C[C@@H]2C=C[C@H](OC(C)=O)[C@H](COC(C)=O)O2)[C@@H](CO)O1,-14%[11.7 µM],18%[10 µM],4%[10 µM]
COc1cccc([C@@H]2Oc3ccc(OC)cc3C(=O)[C@H]2OC(=O)NCc2ccco2)c1,12%,-13%,-12%
Cc1ccc(S(=O)(=O)OCCc2ccccc2)cc1,5%,2%,-14%
CCNc1ncc2nc(-c3cccs3)c(=O)n(-c3ccccc3)c2n1,?,-25%,-17%
C=CC[C@@H]1/C=C(\C)C[C@H](C)C[C@H](OC)[C@H]2O[C@@](O)(C(=O)C(=O)N3CCCC[C@H]3C(=O)O[C@H](/C(C)=C/[C@@H]3CC[C@@H](O)[C@H](OC)C3)[C@H](C)[C@@H](O)CC1=O)[C@H](C)C[C@@H]2OC,-25%&-24%&0%,?,-6%&-7%&-15%

# Looked up above.
# C[C@]12CCC(=O)C=C1CC[C@@H]1[C@@H]2[C@@H](O)C[C@@]2(C)[C@H]1CC[C@]2(O)C(=O)COP(=O)(O)O | RORgamma inh = -2%
# O=C(c1ccncc1)N1CCC2(CCCN(c3ccccn3)C2)CC1 | Menin-MLL TR inh = -2%

# A portion of the library (hit frequency here may not be typical).
